GSIS activator = GLuc luminescence reporter in INS-1E cells, primary screen for activators of glucose-dependent secretion of insulin; INS-1E GLuc reporter insulin secretion, 2-3 h; activation, % at 16.6 µM; 0.61% of 370,000 active; AID 743287, 2014;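 active = lowest replicate activation of at least 40%, so every replicate reaches that level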;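 also: 0% = median of neutral control wells and 100% = median of IBMX positive control wells; some compounds called inactive have numbers as strong as hits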
ARNT-TACC3 inh = disruptors of ARNT/TACC3 protein interaction, primary screen, biochemical, AlphaScreen, single concentration | Transforming acidic coiled-coil-containing protein 3 (Homo sapiens), Q9Y6A5 | AlphaScreen His-ARNT PAS-B/GST-TACC3 binding, luminescence; TACC3 fragment carries E629A point mutation | inhibition, % at 9.99 µM | 0.66% of 390,000 active;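 active = mean inhibition of replicates at least 50% and at least half of replicates each reaching 50%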;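 also: 0% = complete ARNT plus TACC3 wells and 100% = ARNT alone without TACC3; many hits fall short of the cut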
PGC1a acetyl inh = inhibitors of PGC1a acetylation signal, primary screen, cell-based, U2OS, AlphaScreen, inhibitor mode; inhibition, % at 15.6 µM; 0.17% of 350,000 active; AID 651687, 2012; AlphaScreen anti-acetyl-lysine; with virally co-expressed GCN5 acetyltransferase;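 active = every replicate shows inhibition of at least 40%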;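 also: 0% = neutral control wells and 100% = positive control wells; some results beyond the cut were filed as inactive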
PglD inh = C. jejuni PglD acetyltransferase inhibitors, primary screen, biochemical, DTNB colorimetric, single point. 0.098% of 360,000 active. purified PglD enzyme, DTNB colorimetric CoA detection. AID 602405, 2012. inhibition, % at 12.5 µM; in the data active = inhibition above about 16%, passing the limit was not always enough; also: strong numbers were not always called active
LGR2 inh = inhibitors of bursicon-induced LGR2 CRE-luciferase signal, primary screen, cell-based, HEK293, CRE-luciferase reporter, bursicon stimulation | bursicon-stimulated, 4 h | inhibition, % at 9.99 µM | 0.35% of 380,000 active | AID 720647, 2013;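 active = drop in luminescence signal, shown as inhibition above about 50% in the replicate tests, limit read from the data, passing the limit was not always enough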;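 also: agonist challenge used bursicon conditioned medium at about half maximal strength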
Cneo AK release = Cryptococcus neoformans cell lysis inducers, primary screen, AK release luminescence, single concentration; C. neoformans lysis, adenylate kinase release luminescence, 4 h; normalised: neutral wells 0, clomiphene wells 100; lysis activity, % at 15 µM; 0.2% of 360,000 active;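 active = mean lysis activity across replicates of at least 80%, whatever share of replicates individually reach that level; inactive = mean lysis activity below 80%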
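Material: C. neoformans cells | Amount: Yeast cell density of 5 × 10^6 cells/mL | Medium: Fresh YPD growth medium | Dosing: Single dose | Times: Static 4 h at 37 °C with compound, 1 h detection | Detection: AK luminescence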
C2C12 statin = suppressors of statin myotoxicity in C2C12 myotubes, primary screen, cell-based, single point, plate reader | C2C12 myotubes + simvastatin, ATP luminescence, 48 h; scaled: DMSO 0, geranylgeraniol control 100 | rescue of ATP level, % at 7.49 µM | 0.78% of 330,000 active | AID 602340, 2012;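 active = mean ATP rescue above about 67%, or every replicate alone reaching that limit, limit read from the data, passing the limit was not always enough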;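 also: myotubes were challenged with 10 µM simvastatin during compound exposure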
PAX8 inh HTS = inhibitors of PAX8-driven TPO luciferase reporter, primary screen, RMG-I cells, single concentration. AID 652154, 2013. 1.2% of 360,000 active. inhibition, % at 12.6 µM. SteadyGlo, 24 h;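 active = mean replicate inhibition at least 60% with every replicate also reaching 60%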;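 also: luciferase light reporting Pax8 driven TPO promoter activity; plate controls were median of neutral control wells for no effect and mitoxantrone controls for full effect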
Active calls of the source: *; · = not tested or not shown; & = joins results of further samples.

The first five records, to show the layout:
nr	Structure	LGR2 inh	GSIS activator	PAX8 inh HTS	PGC1a acetyl inh	Cneo AK release	PglD inh	ARNT-TACC3 inh	C2C12 statin
1	CCC(=O)N1CC2(CC(c3cccc(NC(=O)CC(c4ccccc4)c4ccccc4)c3)=NO2)C[C@H]1C(N)=O (stereo partly drawn)	-16	-24	4	-1	0	0	-5	8
2	CCCN1[C@@H]2c3cccc(=O)n3C[C@@H]2[C@@H](CO)[C@@H]1C(=O)N[C@@H](C)c1ccccc1	-11	-2	-19	6	·	·	·	·
3	Cc1ccccc1NC(=O)c1ccc(CN2CC(=O)N3CCCCC3C2=O)cc1 (stereo not drawn)	·	·	-8	-13	2	-1	0	14
4	O=C(C[C@H]1CC[C@@H]2[C@H](COC[C@H](O)CN2C(=O)c2cccnc2)O1)NC1Cc2ccccc2C1	-15	0	-10	-4	0	0	-2	-14
5	NC(=O)CSc1nc2ccccc2n1Cc1ccccc1F	·	·	5	-24	-1	3	-4	-4

This part in full, from the start:
nr	Structure	LGR2 inh	GSIS activator	PAX8 inh HTS	PGC1a acetyl inh	Cneo AK release	PglD inh	ARNT-TACC3 inh	C2C12 statin
1	CCC(=O)N1CC2(CC(c3cccc(NC(=O)CC(c4ccccc4)c4ccccc4)c3)=NO2)C[C@H]1C(N)=O (stereo partly drawn)	-16	-24	4	-1	0	0	-5	8
2	CCCN1[C@@H]2c3cccc(=O)n3C[C@@H]2[C@@H](CO)[C@@H]1C(=O)N[C@@H](C)c1ccccc1	-11	-2	-19	6	·	·	·	·
3	Cc1ccccc1NC(=O)c1ccc(CN2CC(=O)N3CCCCC3C2=O)cc1 (stereo not drawn)	·	·	-8	-13	2	-1	0	14
4	O=C(C[C@H]1CC[C@@H]2[C@H](COC[C@H](O)CN2C(=O)c2cccnc2)O1)NC1Cc2ccccc2C1	-15	0	-10	-4	0	0	-2	-14
5	NC(=O)CSc1nc2ccccc2n1Cc1ccccc1F	·	·	5	-24	-1	3	-4	-4
6	COc1cc(OC)c(C(=O)NNC(=O)CN(C)S(=O)(=O)c2ccc(Cl)cc2)cc1OC	8	12	13	·	·	·	-3	0
7	CCOc1ccc(CCNC(=O)c2cccs2)cc1OCC	-6	38	14	·	2	2	-2	-2
8	CCN(CC)c1ccc(NS(=O)(=O)c2cn(C)c(=O)n(C)c2=O)c(C)c1	25	-10	-1	·	-1	0	2	8

Continuation:
nr	Structure	LGR2 inh	GSIS activator	PAX8 inh HTS	PGC1a acetyl inh	Cneo AK release	PglD inh	ARNT-TACC3 inh	C2C12 statin
9	Cc1ccc(S(=O)(=O)N(C)C[C@H]2OCCCC[C@@H](C)Oc3ccc(NS(=O)(=O)c4ccc(Cl)cc4)cc3C(=O)N([C@H](C)CO)C[C@H]2C)cc1	18	-1	42	-9	0	2	3	-15
10	COc1ccc(NC(=O)c2ccccc2NC(=O)c2ccco2)cc1	-1	22	-6	-17	·	·	-21	-21
11	CCO/C(C)=N/n1c2nc3ccccc3nc2c2c(=O)n(CC(C)C)c(C)nc21	·	·	5	·	1	3	-2	-9
12	CCN(CC1COc2ccccc2O1)C(=S)Nc1ccc(F)cc1 (stereo not drawn)	·	-22	2	·	2	-8	·	1
13	Cc1noc(C)c1NC(=O)N[C@@H]1C=C[C@@H](CC(=O)N2CCCCC2)O[C@H]1CO	27	8	-9	6	-7	0	25	-1
14	COc1cccc(C(=O)N(Cc2nc(-c3ccc(C)cc3)no2)C(C)C)c1	-8	-39	·	-11	1	-6	-3	-27
15	C[C@@H]1CCCCO[C@@H](CN(C)S(=O)(=O)c2ccc(F)cc2)[C@H](C)CN([C@H](C)CO)C(=O)c2cc(NC(=O)Nc3ccc(F)cc3)ccc2O1	4	-22	47	-3	4	0	-10	·
16	COc1ccc(C(=O)Nc2cccnc2)cc1C(=O)Nc1cccnc1	·	·	·	-13	2	-2	0	6

Next part
nr	Structure	LGR2 inh	GSIS activator	PAX8 inh HTS	PGC1a acetyl inh	Cneo AK release	PglD inh	ARNT-TACC3 inh	C2C12 statin
17	Cc1ccc(NC(=O)CNc2ccc(OC(C)C)cc2)c(C)c1	·	·	-24	-7	3	-1	-10	-34
18	O=C(CCc1nc(-c2ccccc2)no1)NCc1ccccc1CN1CCOCC1	-13	-5	4	12	8	-7	7	-12
19	CN(C)CCN(C(=O)c1ccc(C(=O)c2ccccc2)cc1)c1nc2cc3c(cc2s1)OCO3	0	-43	-22	·	-1	-3	9	-3
20	NC(=O)c1ccc(-c2nnn(CC(=O)N(C3CCCC3)C3CCS(=O)(=O)C3)n2)cc1 (stereo not drawn)	-6	-1	-1	-2	0	-5	·	4
21	COc1ccc(OC(=O)c2cccc(S(=O)(=O)N3CCCC3)c2)cc1	·	·	·	·	-1	4	-1	3
22	CCOc1ccccc1C1C(C(N)=O)=C(C)Nc2nc(-c3ccccc3Cl)nn21 (stereo not drawn)	·	13	·	2	-2	1	14	·
23	O=C(CNC(=O)C(c1ccccc1)c1ccccc1)N/N=C/c1cccnc1	2	0	11	-18	1	-4	1	·
24	CC(C)NC(=O)Nc1ccc2c(c1)C(=O)N([C@@H](C)CO)C[C@@H](C)[C@H](CN(C)Cc1ccccc1)OCCCC[C@H](C)O2	-14	28	8&9&2	-8&-7&-7	1&-1	-1&-1	-7	1&8

(cont.)
nr	Structure	LGR2 inh	GSIS activator	PAX8 inh HTS	PGC1a acetyl inh	Cneo AK release	PglD inh	ARNT-TACC3 inh	C2C12 statin
25	Cc1nc(NS(=O)(=O)c2ccc(Br)cc2)c2c3c(sc2n1)CCC3	·	·	·	·	1	4	-5	-10
26	Cc1cc(C)c(NS(=O)(=O)c2ccc3c(c2)NC(=O)CC(=O)N3)c(C)c1	4	-2	10	10	18	-2	-2	·
27	CC1CCN(c2nc3ccccn3c(=O)c2C=O)CC1	14	-5	-31	·	·	·	-3	·
28	Cc1nn(CCc2nn[nH]n2)c2nc(-c3ccc(Br)cc3)cc(C(F)(F)F)c12	10	-60	2	0	·	·	6	·
29	CCC(=O)N[C@H]1CC[C@H](CCn2cc(CN(C)C)nn2)O[C@@H]1CO	19	11	-7	-1	2	-3	15	-6
30	COc1ccccc1C#Cc1ccc2c(c1)[C@H]1[C@H](CCN1S(=O)(=O)c1ccc(C)cc1)[C@H](CO)N2	21	7	26	-17	-10	-3	24	25
31	Cc1ccc(-c2ccc3c(c2)O[C@@H](CN(C)CC2CC2)[C@@H](C)CN([C@H](C)CO)S3(=O)=O)cc1	-2	-8	·	-6	0	1	3	-12
32	O=C1NC(=O)/C(=C/c2ccc(O)cc2)S1	-17	-19	-45	·	·	·	-1	·

Further structures follow:
nr	Structure	LGR2 inh	GSIS activator	PAX8 inh HTS	PGC1a acetyl inh	Cneo AK release	PglD inh	ARNT-TACC3 inh	C2C12 statin
33	Cc1cccc(NC(=O)c2nc[nH]c2C(=O)NC[C@@H](C)O)c1	-2	14	2	15	-1	1	·	-3
34	Cc1ccccc1NC(=O)Cc1c(O)c2ccccc2[nH]c1=O	7	-4	·	-12	0	3	-2	12
35	COc1ccc(S(=O)(=O)N2CCCC(C(=O)N3CCN(Cc4ccccc4)CC3)C2)cc1Cl (stereo not drawn)	-2	-19	28	12	4	-1	·	1
36	Cc1cc(-n2c(C)cc(C(=O)CSc3nncn3C(C)C)c2C)no1	-6	3	7	·	·	·	3	·
37	COc1ccc(-n2nc(C(=O)NCC(=O)N3CCC(C(N)=O)CC3)c3ccccc3c2=O)cc1	12	2	-21	-2	-6	-1	1	-5
38	CN(C)C(=O)c1cccc(-c2ccc3n(c2=O)C[C@H]2N[C@@H]3[C@@H](C(=O)NC3CCC3)[C@@H]2CO)c1	1	6	-12	·	1	-4	-3	-18
39	Cc1cccc(N(C)S(=O)(=O)c2cc3c(cc2C)n(C)c(=O)c(=O)n3C)c1	14	-12	15	4	-1	-3	2	-4
40	CC(C)NC(=O)Nc1ccc2c(c1)CC(=O)N([C@H](C)CO)C[C@H](C)[C@@H](CN(C)Cc1ccc(Cl)c(Cl)c1)O2	16	5	12	-24	7	3	-1	51

The list goes on.
nr	Structure	LGR2 inh	GSIS activator	PAX8 inh HTS	PGC1a acetyl inh	Cneo AK release	PglD inh	ARNT-TACC3 inh	C2C12 statin
41	Cc1noc(C)c1NC(=O)Nc1ccc2c(c1)C(=O)N([C@H](C)CO)C[C@H](C)[C@@H](CN(C)Cc1ccc(C(F)(F)F)cc1)OCCCC[C@@H](C)O2	-55	6	2	8	2	1	-6	·
42	O=C(NCC1CCCO1)C1CCN(S(=O)(=O)c2ccc(Br)cc2)CC1 (stereo not drawn)	-2	0	7	·	3	3	-1	5
43	Cc1cccc(NC(=S)NC2CC3CCCC(C2)N3Cc2ccccc2)c1C (stereo not drawn)	-22	-10	3	·	·	·	12	·
44	COC(=O)c1sc(N2C(=O)C(O)=C(C(=O)c3ccc(C)o3)C2c2ccc(F)cc2)nc1C (stereo not drawn)	16	6	·	-12	·	·	-6	-11
45	CC(=O)c1cccc(NS(=O)(=O)N2CCCCC2)c1	·	·	·	2	-1	4	-4	·
46	COc1ccc(C#Cc2cnc3c(c2)C(=O)N([C@H](C)CO)C[C@H](C)[C@H](CN(C)S(=O)(=O)c2ccccc2)O3)cc1OC	0	-6	·	-13	37	0	5	-17
47	COC(=O)C1C2C=CC3(CN(C4CCCC4)C(=O)C13)O2 (stereo not drawn)	·	·	5	3	-2	4	·	-6
48	O=C(NC1CCN(C(=S)Nc2ccc(Cl)cc2)CC1)c1ccco1	10	-6	-4	-4	-3	7	-1	24

Complete entries as entered above.
COC(=O)C1C2C=CC3(CN(C4CCCC4)C(=O)C13)O2 (stereo not drawn) is listed with LGR2 inh: ·; GSIS activator: ·; PAX8 inh HTS: 5; PGC1a acetyl inh: 3; Cneo AK release: -2; PglD inh: 4; ARNT-TACC3 inh: ·; C2C12 statin: -6
O=C(CCc1nc(-c2ccccc2)no1)NCc1ccccc1CN1CCOCC1 is listed with LGR2 inh: -13; GSIS activator: -5; PAX8 inh HTS: 4; PGC1a acetyl inh: 12; Cneo AK release: 8; PglD inh: -7; ARNT-TACC3 inh: 7; C2C12 statin: -12

Other compounds follow.
nr	Structure	LGR2 inh	GSIS activator	PAX8 inh HTS	PGC1a acetyl inh	Cneo AK release	PglD inh	ARNT-TACC3 inh	C2C12 statin
49	COC(=O)CNC(=O)COC(=O)c1cc(SC)ccc1Cl	6	-5	8	·	·	·	-9	·
50	O=C(CCn1c(=S)oc2ccccc21)Nc1cccc(O)c1	-14	26	-27	·	·	·	6	·
51	CCn1c(C)cc(/C=C2\NC(=O)N(Cc3ccc(Cl)cc3)C2=O)c1C	-4	-3	·	9	3	-5	-5	3
52	CC(=O)Nc1ccc(NC(=O)C(C)OC(=O)C2CCN(S(=O)(=O)c3cccs3)CC2)cc1 (stereo not drawn)	-4	1	3	-1	-2	-2	-4	5
